Assay outcomes: PubChem, National Center for Advancing Translational Sciences (NCATS)
Giardia kill – Small Molecules that selectively kill Giardia lamblia: qHTS. Giardia lamblia trophozoite viability. activity change, % at 7.66 µM, hits read low. actives 0.15% (n = 340,000). AID 540267, 2011; in the data active means activity change below about -80%; inconclusive means between about -30% and that limit;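 further: parasites exposed to compound for two days anaerobically before the ATP read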
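Media and compound were dispensed first, then trophozoites at 100 cells/well; plates sat 48 hrs at 37 deg C without oxygen before ATP luminescence reagent was added and read after 15-30 min at room temperature.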
BCR signal inh – qHTS Assay to Find Inhibitors of Chronic Active B-Cell Receptor Signaling | ABC-DLBCL IkBa-CBG/CBR reporter, luminescence ratio, 4 h | Potency, µM (series often up to 46.1 µM), inactives show at the highest dose ratio change, negative = lower green/red ratio, actives largely listed as inhibitors | actives 0.05% (n = 340,000) | AID 493014, 2011; active means well fitted inhibition curve with a large enough effect in the signal ratio, with a control signal flat, not every such curve was filed as active; inconclusive means small, poorly fitted or top-dose-only effect, or effect the other way, or a change in a side signal; the % refers to the signal ratio;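 further: potency means the concentration at half of the fitted maximal effect; plate controls were basal doxycycline-induced cells for no effect and cells given 10 µM MG132 for full effect; MG132 reads +100%, hits lower the ratio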
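Cell line TMD8 (human ABC DLBCL), stably expressing tet-inducible CBG68-IkBa fusion and CBR; IMDM/0.5% FBS; cpd up to 46 uM; dox induction, 4 h, 37C/5% CO2; dual luminescence; green/red ratio; MG132 control.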
Coupling enz – qHTS Assay for Inhibitors of Fructose-1,6-bisphosphate Aldolase from Giardia Lamblia: Coupling assay counterscreen; coupling enzyme system counterscreen, AmpLite Red fluorescence; activity change, negative = inhibition, % at 58.2 µM, hits read low; actives 0.67% (n = 290,000); in the data active means activity change below about -30%
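Final compound at 57.5 uM, incubated 10 min at RT with coupling enzyme reagent (glyceraldehyde-3-phosphate), then 20 min with substrate and AmpLite Red detection. Fluorescence read at 525/598 nm; tests interference with the coupling assay, not aldolase inhibition.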
B2AR arrestin – qHTS assay of beta-arrestin-biased ligands of beta2-adrenergic receptor; Beta-2 adrenergic receptor (Homo sapiens), P07550; beta-arrestin recruitment to beta2AR, cell-based reporter; Potency, µM (series often up to 46.1 µM), inactives show at the top dose activation, actives largely listed as activators; actives 0.02% (n = 330,000); AID 492947, 2010;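 further: potency means the concentration at half of the fitted maximal effect; 0% = DMSO controls and full agonism = EC100 isoproterenol or metaproterenol; nearly all actives have a fitted effect of over 65% in size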
GALK inhibitor – qHTS Assay for Inhibitors of Human Galactokinase (GALK). P51570. Purified GALK, Kinase-Glo residual ATP luminescence. Potency, µM (doses to about 57.5 µM), for inactives: at the highest dose activity change, negative = inhibition, usual class: inhibitors. actives 0.007% (n = 270,000). AID 1868, 2009; further: potency means the concentration at half of the fitted maximal effect
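Quantitative HTS: GALK 5 nM, ATP 35 uM, galactose 100 uM, 1 h room temperature, then luciferase-based ATP detection.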
USP2a inh – qHTS Assay for Inhibitors of Ubiquitin-specific Protease USP2a Using CHOP2 as the Reporter; Potency, µM (titrated, usually from 38.3 µM), without a hit: top-dose activity change, negative = inhibition, usual class: inhibitors; actives 0.01% (n = 330,000); USP2 core, Ub-CHOP2 coupled fluorogenic reporter, 485/531;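 further: potency means the concentration at half of the fitted maximal effect; plate controls were DMSO wells for no effect and full inhibition by NEM control for full effect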
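Deubiquitinase activity read as fluorescence (485/531 nm) after Ub-CHOP2 cleavage activates the enterokinase reporter on its substrate; USP2 core 10nM, Ub-CHOP2 and substrate 25nM each, 30min compound preincubation then 60min RT; data normalized to NEM, curves fitted.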
uPA generation – qHTS for Inhibitors of Cell Surface uPA Generation; cell surface uPA generation assay, qHTS; Potency, µM (titrated, usually from 38.3 µM), inactives show top-dose activity change, negative = inhibition, most hits filed as inhibitors; actives 0.31% (n = 330,000); active means well fitted inhibition curve with a large enough effect; inconclusive means small, poorly fitted or top-dose-only effect; inactive means no such curve, though single readings can be large or run the other way; tested in mouse RAW 264.7 cells; further: potency means the concentration at half of the fitted maximal effect; nearly all actives have a fitted effect of over 55% in size
KCNH2 WT inh – qHTS for Inhibitors of KCHN2 3.1: Wildtype qHTS; AID 720551, 2013; activity change, % at 1.84 µM; actives 0.37% (n = 340,000); Voltage-gated inwardly rectifying potassium channel KCNH2 (Homo sapiens), Q12809; U2OS, BacMam KCNH2, thallium flux FluxOr; active compounds read low;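 active means maximum activity change below -70%; inconclusive means maximum activity change between -70% and -50%; inactive means maximum activity change above -50%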
Target sequence (Q12809 whole entry, looked up): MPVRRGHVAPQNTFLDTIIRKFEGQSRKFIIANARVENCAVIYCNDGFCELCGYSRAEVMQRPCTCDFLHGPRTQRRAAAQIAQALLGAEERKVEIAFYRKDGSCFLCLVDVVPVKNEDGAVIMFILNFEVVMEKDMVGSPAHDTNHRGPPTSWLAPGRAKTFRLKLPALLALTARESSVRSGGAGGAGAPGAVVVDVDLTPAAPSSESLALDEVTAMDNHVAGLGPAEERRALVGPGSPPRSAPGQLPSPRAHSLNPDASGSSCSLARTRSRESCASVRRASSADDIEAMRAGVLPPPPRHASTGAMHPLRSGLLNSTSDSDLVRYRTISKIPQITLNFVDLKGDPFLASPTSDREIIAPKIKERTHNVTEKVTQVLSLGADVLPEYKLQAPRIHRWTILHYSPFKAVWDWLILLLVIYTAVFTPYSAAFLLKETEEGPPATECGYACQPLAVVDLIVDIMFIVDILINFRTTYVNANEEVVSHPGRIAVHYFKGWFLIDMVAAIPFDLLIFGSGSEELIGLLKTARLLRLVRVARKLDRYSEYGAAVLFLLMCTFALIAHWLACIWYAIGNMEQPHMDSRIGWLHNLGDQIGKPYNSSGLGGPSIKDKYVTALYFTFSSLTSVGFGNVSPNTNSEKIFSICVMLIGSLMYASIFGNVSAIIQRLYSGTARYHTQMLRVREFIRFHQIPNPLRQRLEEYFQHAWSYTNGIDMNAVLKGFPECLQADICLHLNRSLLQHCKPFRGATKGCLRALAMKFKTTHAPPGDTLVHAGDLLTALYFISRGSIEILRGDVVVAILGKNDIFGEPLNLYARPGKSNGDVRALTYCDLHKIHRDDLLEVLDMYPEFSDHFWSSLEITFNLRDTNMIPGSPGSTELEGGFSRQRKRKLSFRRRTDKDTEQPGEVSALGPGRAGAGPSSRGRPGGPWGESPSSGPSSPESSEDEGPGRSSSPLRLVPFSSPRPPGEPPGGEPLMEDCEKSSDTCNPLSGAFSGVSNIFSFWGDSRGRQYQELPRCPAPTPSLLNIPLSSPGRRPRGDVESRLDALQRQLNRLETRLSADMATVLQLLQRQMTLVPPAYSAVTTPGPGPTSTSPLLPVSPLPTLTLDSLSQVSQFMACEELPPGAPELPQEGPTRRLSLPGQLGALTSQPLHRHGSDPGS
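U2OS cells transduced with wild-type KCNH2 virus are loaded with FluxOr dye for 45 min, and thallium flux is measured in kinetic reads before and after stimulation buffer. Rate constants are normalized to DMSO controls.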
Eya2 phos inh – qHTS Assay for Inhibitors of the Phosphatase Activity of Eya2. Protein phosphatase EYA2 (Homo sapiens), O00167. recombinant Eya2, OMFP fluorescence dephosphorylation (OMFP is methylfluorescein phosphate). Potency, µM (top dose mostly 76.9 µM), for the others: at the top dose activity, negative = inhibition, usual class: inhibitors. actives 0.006% (n = 330,000); further: potency means the concentration at half of the fitted maximal effect
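Eya2 protein (added as 0.2 uM solution) was preincubated with compound for 10 min at ambient temperature in 50 mM HEPES pH 7.5, 50 mM NaCl, 5 uM MgCl2, 0.05% BSA, 1 mM DTT. OMFP (added at 50 uM) then reacted 10 min; fluorescence read at 485/525 nm.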
PKM2 act – qHTS Assay for Activators of Human Muscle isoform 2 Pyruvate Kinase; purified PKM2, Kinase-Glo ATP luminescence, activation; response scale: 0% is enzyme alone, no compound; Potency, µM (top dose mostly 57.5 µM), for inactives: at the top dose activation, most hits filed as activators; actives 0.34% (n = 260,000); AID 1631, 2009; further: potency means the concentration at half of the fitted maximal effect; nearly all actives have a fitted effect of over 55% in size
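hPK-M2, >95% pure; 0.1 mM ADP / 0.5 mM PEP final; imidazole pH7.2 buffer w/ 7 mM MgCl2, 50 mM KCl; 1 h RT; Kinase-Glo lum. Intermediate enzyme activity for dual inhibitor/activator qHTS.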
KCNH2 3.1 block – qHTS for Inhibitors of KCHN2 3.1: Mutant qHTS; Potassium voltage-gated channel subfamily H member 2, brain isoform KCNH2 3.1 (human); actives 0.95% (n = 340,000); AID 720553, 2013; U2OS KCNH2 3.1, thallium flux FluxOr; active compounds read low; activity change, % (tested at about 1.8 µM);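 active means maximum activity change below -70%; inconclusive means maximum activity change from -70% to -50%; inactive means maximum activity change above -50%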;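 further: thallium influx rate constant from kinetic fluorescence after stimulation buffer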
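FluxOr-based Tl+ influx in U2OS cells transduced with KCNH2 3.1 virus; rate constants normalized to DMSO controls.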
* marks the source's active call; other numbers are inactive results; i = inactive; u = inconclusive; x = no result given; [ ] = dose if it differs, or a comment. Unless noted, the call rests on the fitted dose curve; in most records, active means well fitted curve in the direction sought with a large enough effect; inconclusive means small, poorly fitted or top-dose-only effect, or another doubt; inactive means no such curve, though single readings can be large; an effect the other way counts as inactive or inconclusive. Unless noted, on the % scale 0 is the no-effect control and ±100 the full control effect.

SMILES	Giardia kill	BCR signal inh	Coupling enz	B2AR arrestin	GALK inhibitor	USP2a inh	uPA generation	KCNH2 WT inh	Eya2 phos inh	PKM2 act	KCNH2 3.1 block
O=C(Nc1nc(-c2ccccc2)cs1)c1ccco1	-5	u	7	-0.5%	1%	1%	1%	2	-9%	0%	8
CSCCC(NC(=O)c1ccccc1Cl)C(=O)N1CCCCCCC1 (configuration not stated)	17	1%	x	0.3%	x	0%	-3%	25	-14%	x	-14
CS(=O)(=O)N(CC(N)=O)c1ccc(F)c(Cl)c1	8	0%	3	-0.3%	1%	0%	14%	-10	1%	0%	u
COCCn1nnnc1CN(CCc1ccc(OC)c(OC)c1)Cc1cc2ccc(C)cc2[nH]c1=O	2	u	1	-0.1%	3%	0%	7%	8	-12%[15.4 µM]	0%	1
C#CCOCCOCCOCCNc1nc(N2CCN(C(=O)[C@H]([C@@H](C)O)n3cc(CCCCN)nn3)CC2)nc(N2CCN(C(=O)[C@H]([C@@H](C)CC)n3cc(CCCCN)nn3)CC2)n1	17	0%	x	0.3%	x	-1%	7%	-8	-10%	x	4
Cc1ccc(C2(C)NC(=O)N(CC(=O)Nc3ccc4c(c3)CCC4)C2=O)cc1 (configuration not stated)	-26	-3%	x	0.8%	x	-6%	15%	-5	7%	x	1
CCOC(=O)N1CCN(C(=O)Cn2ncn3nc(-c4cccs4)cc3c2=O)CC1	1	4%	2	-0.2%	-1%	-1%	1%	1	7%	-6%	-17
COc1ccc(CCN(C)C(=O)C2CCN(Cc3ccc(C)cc3)CC2)cc1OC	-28	-5%	2	-0.8%	5%	4%	2%	-7	10%	2%	-9
Nc1nnnn1/N=C/c1cccc(OCc2ccccc2Cl)c1	-17	17%	1	-0.4%	-2%	-2%	x	41	-5%	8%	1
COc1ccc(C(=O)Nc2ccc(OC)c([N+](=O)[O-])c2)cc1Br	1	u	0	-0.3%	-1%	3%	u	19	3%	-1%	5
CC1(C)CC(=O)c2cc(O)ccc2O1	9	14%	-2	-3.0%	-2%	2%	2%	-15	3%	-1%	x
CC(=O)N1CCN(CC(=O)Nc2c(Cl)cccc2Cl)CC1	-12	-1%	-4	-0.5%	1%	-5%	2%	3	-5%	-4%	-3
COc1ccccc1CNC(=O)C1CC2Cn3c(nc4ccccc43)C2N1C (configuration not stated)	7	2%	-2	-0.5%	-1%	-12%	7%	-2	9%	-1%	-11
OC(COc1cccc2ccccc12)CN1CCN(c2ccccc2)CC1 (configuration not stated)	1	-17%	-2	-0.2%	1%	-10%	8%	14	-28%	7%	-16
CCOc1ccc(NC(=O)c2cc3cc4ccc(C)cc4nc3o2)cc1	x	-7%	0	-0.1%	-1%	3%	x	x	5%	-13%	x
Cn1c2ccccc2c(=O)c2c(=O)n(Cc3ccco3)c(-c3ccc(Cl)cc3Cl)nc21	x	u	6	-1.0%	8%	3%	x	x	-15%	24%	x
CC(=O)c1c(C)oc2ccc(NS(=O)(=O)c3ccc(C)cc3)cc12	14	-3%	-1	0.2%	-2%	1%	-6%	18	6%	0%	16
COc1ccc2c(=O)c3c(=O)n(CCc4ccccc4)c(C(C)C)nc3oc2c1	-20	u	1	-0.2%	3%	0%	0%	1	3%	-7%	3
Cc1cc(=O)oc(C)c1C(=O)NCCCN1CCN(c2ccc(F)cc2)CC1	-10	-2%	x	0.0%	2%	-1%	x	13	12%	-3%	-26
Cc1cc(C)nc(N/N=C/c2cc(Br)ccc2O)n1	-1	u	-5	-1.5%	3%	-8%	1%	0	3%	0%	0

The closing two entries of the part above open the next one.
SMILES	Giardia kill	BCR signal inh	Coupling enz	B2AR arrestin	GALK inhibitor	USP2a inh	uPA generation	KCNH2 WT inh	Eya2 phos inh	PKM2 act	KCNH2 3.1 block
Cc1cc(=O)oc(C)c1C(=O)NCCCN1CCN(c2ccc(F)cc2)CC1	-10	-2%	x	0.0%	2%	-1%	x	13	12%	-3%	-26
Cc1cc(C)nc(N/N=C/c2cc(Br)ccc2O)n1	-1	u	-5	-1.5%	3%	-8%	1%	0	3%	0%	0
O=C(c1ccc([N+](=O)[O-])c(CS(=O)(=O)c2ccc(Cl)cc2)c1)N1CCCC1	-19	-1%	2	0.1%	10%	0%	3%	1	-1%	x	-6
Cc1ccn2cc(CCNC(=O)c3ccc(Br)o3)nc2c1	13	10%	1	-0.1%	1%	0%	3%	1	12%	-2%	-11
Cc1oc(C)c(C(N)=O)c1C(N)=O	2	3%	2	0.0%	0%	0%	-1%	2	-23%	-1%	3
O=C(CN1CCN(Cc2ccc(F)cc2)CC1)Nc1ccccc1F	-18	-7%	0	0.2%	x	3%	-9%	11	3%	x	-6
CN(C)CCCNC(=S)NCCNc1nc2cc3c(cc2cc1C#N)OCO3	9	-13%	-2	-0.1%	1%	-1%	-17%	5	-9%	x	-2
Cc1cccc(N/C=C/c2onc(C)c2[N+](=O)[O-])c1	-10	x	-2	x	-4%	x	-5%	-25	x	-6%	-26
COC(=O)c1cccn(CC(=O)c2ccc(Cl)cc2Cl)c1=O	12	4%	1	0.2%	-2%	3%	-1%	i	11%	1%	-11
CC(=O)c1ccc(Nc2c(C)n(C)n(-c3ccccc3)c2=O)cc1	-10	u	0	-1.0%	1%	2%	4%	3	-19%	-8%	6
O=S(=O)(/C=C/c1ccccc1)Nc1ccc(F)cc1	22	4%	2	-0.1%	1%	-1%	x	2	-3%	-44%	1
COc1ccc(/C=C/C(=O)NC(C)CCc2ccccc2)cc1 (configuration not stated)	-7	-7%	-2	-0.1%	0%	-1%	-3%	-21	2%	2%	-20
Cc1ccn2c(=O)nc(SCC(=O)N3CCCCC3)nc2c1	10	8%	x	0.3%	x	-1%	-8%	-8	2%	x	0
CCOC(=O)C(=CNc1cc(OC)ccc1-n1cccc1)C(=O)OCC	30	u	3	3.7%	-4%	5%	-1%	-2	-7%	1%	-4
O=c1[nH]c2ccccc2cc1CN(Cc1ccco1)S(=O)(=O)c1ccccc1	-11	u	-4	-0.5%	-4%	8%	2%	-10	0%	x	-4
CC(C)(C)NC(=O)Nc1nnc(SCC(=O)NC2CCCCC2)s1	7	u	x	0.0%	x	1%	-27%	3	14%	x	10
O=C(NCCCNc1ccnc2cc(Cl)ccc12)c1ccccc1F	14	0%	2	0.0%	x	4%	-15%	10	7%	x	-1
CCCCC(=O)Nc1ccc2c(c1)OCCO2	-3	-15%	0	-0.9%	1%	1%	-3%	-4	-19%	-3%	-6
C(=C\c1ccccc1)/CN1CCN(Cc2ccc3c(c2)OCCO3)CC1	x	0%	0	-1.4%	-1%	1%	x	x	2%	-14%	x
COc1cccc(C(=O)O/N=C2\CCS(=O)(=O)c3sccc32)c1	-4	3%	-2	0.0%	0%	0%	-3%	1	8%	-2%	-8
CCCCOc1ccccc1NC(=O)CC1Nc2ccccc2NC1=O (configuration not stated)	2	u	0	2.4%	1%	-1%	-3%	17	2%	-1%	0
Cc1nn(Cc2ccccc2Cl)c(C)c1C(=O)NCc1ccco1	-21	5%	-3	-0.2%	-4%	-1%	-3%	-5	-19%	7%	-13
Cc1cc(NC(=O)Cn2nc(C(F)(F)F)c3c2CCC3)n(-c2ccccc2)n1	10	1%	2	0.4%	3%	0%	5%	-6	-15%	-6%	-15
COc1ccccc1CN(CC(=O)NCc1ccc2c(c1)OCO2)C(=O)c1ccc2c(c1)OCCO2	-1	0%	-1	0.1%	-2%	-1%	9%	7	4%	-4%	-11
COc1ccc(C2=NOC(COc3ccc4c(C)cc(=O)oc4c3)C2)c(OC)c1 (configuration not stated)	19	u	-1	-0.3%	-2%	-3%	-8%	1	-27%	-9%	-4
COc1ccc2[nH]c(=O)c(CN(c3ccccc3OC)S(=O)(=O)c3ccccc3)cc2c1	-23	u	0	0.0%	x	1%	-3%	-2	2%	6%	-1
CCCCC1=NN(C(=O)c2cccnc2)C(O)(C(F)(F)F)C1 (configuration not stated)	2	u	5	-0.6%	-1%	0%	-2%	-4	2%	3%	10
CCOc1ccc(CCNC(=O)COC(=O)c2ccc(S(C)(=O)=O)cc2)cc1OCC	9	11%	x	-0.2%	x	0%	1%	3	-4%	x	-4
CCCNC(=O)CSc1ccc(S(=O)(=O)N2CCCC2)cn1	26	1%	x	0.2%	x	0%	-18%	-6	-11%	x	4
